# HCMV inh: blocks human cytomegalovirus replication. HFF cells, HCMV-luciferase reporter, 72 h; active compounds read low. activity change, negative = inhibition, % at 57.5 µM. 410,000 compounds, 4.5% hits; in the data active means activity change below about -60%; inconclusive means no clear call, values can overlap the other calls; inactive means above about -39%
#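 Two compound doses tested in HFFs infected with HCMV-luciferase, MOI 1 PFU/cell, 72 h at 37C. Lysate luminescence read with OneGlo; data normalized against buffer-only and 10uM Salinomycin inhibitor controls.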
# Sm TGR block: S. mansoni TGR enzyme inhibition. Q962Y6. purified TGR, DTNB reduction, TNB absorbance 405 nm. Potency, µM (series often up to 114 µM), for inactives: at the top dose activity change, negative = inhibition, actives largely listed as inhibitors. 360,000 compounds, 3% hits. AID 485364; further: potency means the concentration at half of the fitted maximal effect; nearly all actives have a fitted effect of over 60% in size
#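 First, TGR (20 nM dispensed) and NADPH were mixed with compound. Second, a 15 min room-temperature incubation followed. Third, further NADPH and then DTNB were added to start the reaction. Finally, TNB absorbance was monitored kinetically.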
# Giardia FBPA inh: blocks Giardia fructose-bisphosphate aldolase activity | A8B2U2 | purified Giardia FBPA | Potency, µM (highest dose often 59.6 µM), inactives show at the highest dose activity, negative = inhibition, actives largely listed as inhibitors | 290,000 compounds, 0.71% hits | AID 2451; further: potency means the concentration at half of the fitted maximal effect; nearly all actives have a fitted effect of over 55% in size
# Target sequence (A8B2U2 whole entry, looked up): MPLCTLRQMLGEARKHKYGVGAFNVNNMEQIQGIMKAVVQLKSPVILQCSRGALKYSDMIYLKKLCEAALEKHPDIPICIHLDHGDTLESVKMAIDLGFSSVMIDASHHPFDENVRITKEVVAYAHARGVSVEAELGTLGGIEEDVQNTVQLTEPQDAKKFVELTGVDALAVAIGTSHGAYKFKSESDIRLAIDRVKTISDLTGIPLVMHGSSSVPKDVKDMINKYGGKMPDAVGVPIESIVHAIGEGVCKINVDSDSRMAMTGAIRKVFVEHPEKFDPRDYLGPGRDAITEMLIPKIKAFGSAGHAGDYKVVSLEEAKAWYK
#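 Giardia FBPA (40 nM reagent) was preincubated 10 min at RT with compound (up to 57.5 uM final), then substrate plus GAPDH/TPI/NAD/arsenate coupling system with diaphorase/resazurin was added; resorufin fluorescence (525/598 nm) was read after 20 min.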
# AmpC detergent: blocks E. coli AmpC beta-lactamase in detergent assay; 370,000 compounds, 0.041% hits; AmpC hydrolysis of nitrocefin, absorbance 480 nm, 0.01% Triton; Potency, µM (doses to about 114 µM), for the others: at the top dose activity change, negative = inhibition, actives largely listed as inhibitors; P00811; AID 485294;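 further: potency means the concentration at half of the fitted maximal effect; 0% = no-compound wells and -100% = no-enzyme wells; nearly all actives have a fitted effect of over 25% in size; some results filed as inactive show a strong effect at the top dose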
# Target sequence (P00811 whole entry, looked up): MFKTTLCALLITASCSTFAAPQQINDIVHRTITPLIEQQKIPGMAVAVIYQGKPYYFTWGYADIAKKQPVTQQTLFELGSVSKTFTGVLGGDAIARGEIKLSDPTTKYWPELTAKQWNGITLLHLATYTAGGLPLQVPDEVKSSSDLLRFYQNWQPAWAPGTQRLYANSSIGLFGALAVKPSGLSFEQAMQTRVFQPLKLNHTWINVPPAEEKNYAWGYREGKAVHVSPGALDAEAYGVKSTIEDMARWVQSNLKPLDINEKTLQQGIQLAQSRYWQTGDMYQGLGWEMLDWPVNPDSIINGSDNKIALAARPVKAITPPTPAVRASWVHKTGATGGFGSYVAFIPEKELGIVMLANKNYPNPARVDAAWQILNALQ
#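 AmpC (5.3 nM in the dispensed reagent) in 20 mM phosphate pH 7.0 with 0.01% (detergent screen) or 0.0001% Triton X-100 was preincubated with compounds for 15 min at room temperature. Nitrocefin was then added from an 800 uM solution, and hydrolysis was followed at 480 nm.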
# AmpC inh no detg: AmpC beta-lactamase inhibition without detergent. P00811. AmpC nitrocefin hydrolysis, absorbance 480 nm, 0.0001% Triton. Potency, µM (series often up to 57.1 µM), without a hit: at the highest dose activity change, negative = inhibition, actives largely listed as inhibitors. 330,000 compounds, 0.52% hits;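 further: potency means the concentration at half of the fitted maximal effect; plate controls were no compound for no effect and no enzyme for full effect; nearly all actives have a fitted effect of over 20% in size; some results filed as inactive show a strong effect at the top dose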
#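 20 mM phosphate pH 7.0 + 0.01% (detergent screen) or 0.0001% Triton X-100; 5.3 nM AmpC reagent; cpd preinc 15 min RT; nitrocefin (800 uM stock) to start; A480 q20 s × 4 min; Activity was normalised to no-enzyme and no-compound control wells.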
# AMA1-RON2 inh: disrupts binding of P. falciparum AMA1 to RON2; AlphaScreen AMA1-biotinylated RON2 peptide binding; Potency, µM (titrated, usually from 58.2 µM), for inactives: at the top dose activity change, negative = inhibition, hits mostly inhibitors; 360,000 compounds, 0.2% hits;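 further: potency means the concentration at half of the fitted maximal effect; 0% = vehicle wells and -100% = peptide control; nearly all actives have a fitted effect of over 45% in size; some results filed as inactive show a strong effect at the top dose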
#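 AMA1 (3D7) with his tag at 25 nM final met compounds first, then biotinylated RON2 peptide at 25 nM; detection used donor plus acceptor beads, 10 µg/mL apiece, read by AlphaScreen after 30 min at room temperature.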
# An asterisk follows results filed as active; ? = inconclusive; · = no result given; & = joins results of further samples; [ ] = another dose, or the depositor's remark. Unless noted, the call rests on the fitted dose curve; in most records, active means well fitted curve in the direction sought with a large enough effect; inconclusive means small, poorly fitted or top-dose-only effect, or another doubt; inactive means no such curve, though single readings can be large; an effect the other way counts as inactive or inconclusive. Unless noted, on the % scale 0 is the no-effect control and ±100 the full control effect. This is a random part of the collection; 7.8% or so of the library scored in one or more.
mol,AmpC inh no detg,HCMV inh,AmpC detergent,AMA1-RON2 inh,Sm TGR block,Giardia FBPA inh
Cc1ccc(NCc2nnc(SCC(=O)O)n2Cc2ccccc2)cc1Cl,-5%,-27,1%,-3%,·,16%
CCOc1ccc(C2NC(=O)CCC2[N+](=O)[O-])cc1 (stereo not drawn),-6%,12,-5%,-14%,-22%,6%
CCOc1c2ccc(C(=O)NCc3ccc(OC)cc3)cc2nn1CCOC,-5%,6,3%,1%,13%,2%
COc1ccc(C2C3=C(CC(C)(C)CC3=O)Nc3c2c(=O)[nH]c2nc(C)nn32)cc1 (stereo not drawn),-14%,12,0%,-5%,9%,-1%
COc1cc(OC)c(OC)cc1CNc1sc2c(c1C(=O)Nc1ccccc1OC)CCC2,·,7,2%,·,-23%,·
O=C(CCC(=O)N1CCN(c2ccc(F)cc2)CC1)c1ccc(Cl)cc1,-2%,-32,-3%,-15%,-16%,·
CCOCCCNC(=O)CN1C(=O)COc2ccc(S(=O)(=O)N3CCOCC3)cc21,-18%,?,-7%&0%,6%,4%&0%,1%
COC(=O)c1ccc(NC(=O)CSc2ccc(-c3cccs3)nn2)cc1,·,76,20%,·,6%,·
CCCn1c(=O)c2ccccc2n2c(SC(C)C(N)=O)nnc12 (stereo not drawn),-2%,?,-11%,8%,3%,4%
O=S(=O)(NC1=NCCC1)c1cccc(NC(=S)NCCc2ccccc2)c1,-23%,-4,-2%,-8%,?,-5%
COc1ccc(S(=O)(=O)N2CCCCCC2)cc1NC(=O)CN1C(=O)NC(C)(c2ccccc2)C1=O (stereo not drawn),-6%,-3,-14%,3%,35µM*,·
CCN(CC)c1nc(N2CCN(CCO)CC2)nc2ccccc12,-6%,11,?,3%,5%,13µM*
CCn1c(SCc2nc3ccccc3c(=O)[nH]2)nnc1-c1ccncc1,-11%,-3,-1%,20%,1%,-10%
COc1cc(NC(=O)CSc2nnnn2C2CCCC2)cc(OC)c1,-8%,-4,5%,-7%,-5%,·
CC/C=C\[C@H](O)[C@H](O)C1=C(C)C(=O)[C@]2(O1)C(=O)N[C@@](OC)(C(=O)c1ccccc1)C2O (stereo partly drawn),-14%,4,9%,-6%,40µM*,-11%
CCOC(=O)C1CCN(C(=O)c2ccc(Cl)c(S(=O)(=O)N3CCCC3)c2)CC1,71%[activator],·,4%,-10%,0%,·
C=Cc1ccc(Cn2c(C(=O)O)c(CNCc3cc(OC)ccc3OC)c3ccc(C)cc32)cc1,·,-104*,12%,·,3%,·
Cn1c(=O)cc(SCC(=O)NCc2ccc(F)cc2)c2ccccc21,20%,-15,2%,7%,-4%,-6%
CC(=O)N1CCc2cc(S(=O)(=O)CCC(=O)NCc3ccc(C)o3)ccc21,-11%,6,-5%,-8%,11µM*,-14%
CCn1c(C(O)c2ccccc2)nc2ccccc21 (stereo not drawn),-20%,-5,-13%,4%,7%,5%
O=C(NCCO)C(=O)NCC(c1ccc2c(c1)OCO2)N1CCN(c2ccc(F)cc2)CC1 (stereo not drawn),120%[activator],-2,-6%,-3%,1%,7%
COC(=O)CSc1nc(-c2ccccc2)nc2ccc(F)cc12,-20%,2,-2%,4%,5%,7%
COc1ccc(CCNC(=O)COc2nncc3ccccc23)cc1,-6%,-7,-6%,16%,0%,6%
Cc1ccc(C(=O)O)cc1NC(=O)c1nsc2ccccc12,·,76,-3%,·,-8%,·
COc1ccc(CCNC(=O)c2cccs2)cc1OC,-16%,72,2%,11%,7%,5%
CCC(C)(C(=O)NC1CCCCC1)N(Cc1cccs1)C(=O)c1ccc(=O)[nH]c1 (stereo not drawn),-13%,39,-5%,-16%,-2%,1%
CCn1nc(NC(=O)c2ccncc2)c2cc3cccc(C)c3nc21,-8%,-23,-3%,3%,3%,5%
O=C(CCS(=O)(=O)c1nc(-c2ccc3c(c2)OCO3)cc(C(F)(F)F)n1)Nc1ccc(Br)cc1,·,-99*,10%,·,-9%,·
O=C(CN(C(=O)c1csnn1)c1ccccc1Cl)NC1CCCC1,-19%,-8,0%,14%,2%,8%
COc1cc2c(cc1NC(=S)Nc1cccc(C)c1)oc1ccccc12,-11%,32,0%,0%,-10%,0%

# By substructure: those above containing an NH in an aromatic ring.
mol,AmpC inh no detg,HCMV inh,AmpC detergent,AMA1-RON2 inh,Sm TGR block,Giardia FBPA inh
COc1ccc(C2C3=C(CC(C)(C)CC3=O)Nc3c2c(=O)[nH]c2nc(C)nn32)cc1 (stereo not drawn),-14%,12,0%,-5%,9%,-1%
CCn1c(SCc2nc3ccccc3c(=O)[nH]2)nnc1-c1ccncc1,-11%,-3,-1%,20%,1%,-10%
CCC(C)(C(=O)NC1CCCCC1)N(Cc1cccs1)C(=O)c1ccc(=O)[nH]c1 (stereo not drawn),-13%,39,-5%,-16%,-2%,1%

# The list continues.
mol,AmpC inh no detg,HCMV inh,AmpC detergent,AMA1-RON2 inh,Sm TGR block,Giardia FBPA inh
O=C(Nc1ccccc1C(=O)NC(Cc1ccccc1)C(=O)NC1CCCCC1)c1ccccc1 (stereo not drawn),-52%,?,?,-9%[2.32 µM],0%,1%
O=C(c1ccc(F)cc1)n1ccc(-c2cnc(-c3ccccc3)s2)n1,-21%,81,2%,5%,-3%,0%
CC(C)CNC(=O)COC(=O)c1ccccc1OCC(=O)Nc1ccc(Br)cc1,-28%,?,-1%,-7%,5%,2%
CCOC(=O)C(NCc1ccco1)(NC(=O)c1ccccc1)C(F)(F)F (stereo not drawn),15%,-30,?,-11%,0%,2%
COCCn1c(N)c(N(Cc2ccccc2)C(=O)C2=COCCO2)c(=O)[nH]c1=O,-16%,·,8%,4%,6%,·
CN(C)C(=O)CCN1CCOCC1,-5%,19,-19%,26%,0%,0%
O=C1NCCN1C(=O)c1ccccc1F,-8%,23,-9%,9%,0%,3%
COC(=O)c1c(-c2ccc(C)cc2)csc1NC(=O)Cc1ccc(OC)c(OC)c1,14%,-65*,-2%,-3%,1%,-11%
COc1ccc(S(=O)(=O)Nc2cccc3c2O[C@H](CN(C)C)[C@@H](C)CN([C@H](C)CO)C3=O)cc1,-10%,2,·,-1%,·,·
CCCC(C)C1(CC)C(=O)NC(=O)N=C1N (stereo not drawn),-12%,-26,-6%,-13%,-6%,0%
Cc1ccccc1C(=O)Nc1cccc(OCc2cc(=O)n3c(C)csc3n2)c1,·,5,8%,·,6%,·
CC(=O)N(c1ccccc1C)S(=O)(=O)c1ccc(Cl)cc1,-15%,-10,0%,0%,17%,-6%
O=C(Cc1nn[nH]n1)NCc1ccccc1Cl,-2%,63,10%,8%,1%,22%
CC(C)c1ccccc1NC(=O)COC(=O)c1c2c(nc3ccccc13)CCN(Cc1ccccc1)C2,3.5µM*,-6,-4%,-8%,-2%,-7%
COc1ccc(/C=N/NC(=O)CN2CCSCC2)cc1C,-31%,?,3%,-1%[11.6 µM],0%,-22%
CN1CCN(c2ccc(CNS(=O)(=O)c3ccsc3)cc2)CC1,-23%,-4,-6%,-8%,13%,1%
CCOC(=O)C(=CNc1cscc1S(=O)(=O)C(C)C)C(=O)OCC,14%,11,10%,-5%,-11%,-1%
Cc1ccc(S(=O)(=O)c2c(C)cc(C)nc2N2CCCC2)cc1,-3%[2.29 µM],-39,-8%,0%,3%,-15%
Cc1cc2cc(CN3C(=O)c4ccccc4C3=O)ccc2n1C,-31%,16,-14%,-20%,-13%,0%
O=C(CCSCCc1ccccn1)Nc1c(F)cc(F)cc1Br,-7%,-35,-3%,-8%,7%,-2%
Cn1nc(C(=O)NCc2ccccn2)c2ccccc2c1=O,-18%,7,-16%,73%[activator],-8%,-4%
COc1cc2c(C#N)c(N3CCN(c4ccccc4OC)CC3)nc(N)c2c(N)n1,?,-28,-2%,-11%,-6%,?
COc1cccc(NC(=O)c2cc(C(=O)Nc3cccc(OC)c3)n(C)n2)c1,-24%,-22,0%,-18%,3%,-8%
CCc1cc2c(-c3ccccc3)cc(=O)oc2cc1OC(C)C(=O)NCC1CCC(C(=O)O)CC1 (stereo not drawn),14%,-19,0%,9%,-3%,8%
O=C1OCCN1C(=O)[C@H]1[C@H](c2ccc([N+](=O)[O-])cc2)C(c2ccc(F)cc2)=NN1c1ccccc1,3%,1,·,0%,·,-5%
CC1(C)CC(=O)c2cnc3c(C#N)cnn3c2C1,-13%,2,1%,-10%,·,3%
CN(C(=O)CN1C(=O)/C(=C/c2ccccc2Cl)SC1=S)C1CCS(=O)(=O)C1 (stereo not drawn),13%,19,-7%,8%,-5%,-1%
C=CCNc1nc(Nc2ccc([N+](=O)[O-])cc2)nc(OCC)n1,-8%,-23,1%,-9%[2.32 µM],4%,6%
Cn1ccnc1SCC(=O)Nc1cc(F)ccc1F,-1%,?,5%,-5%,-29%,-9%
CC[C@@]1(c2ccccc2OC)C(=O)N(C(=O)OC)N1C(=O)OC,-3%,·,?,1%,25µM*,1%

# A section taken from the entries so far, for reference:
mol,AmpC inh no detg,HCMV inh,AmpC detergent,AMA1-RON2 inh,Sm TGR block,Giardia FBPA inh
COc1cc2c(C#N)c(N3CCN(c4ccccc4OC)CC3)nc(N)c2c(N)n1,?,-28,-2%,-11%,-6%,?
COc1cccc(NC(=O)c2cc(C(=O)Nc3cccc(OC)c3)n(C)n2)c1,-24%,-22,0%,-18%,3%,-8%

# More compounds
mol,AmpC inh no detg,HCMV inh,AmpC detergent,AMA1-RON2 inh,Sm TGR block,Giardia FBPA inh
CSCCNC(=O)c1ccc(OC2CCN(CCc3ccccc3)CC2)cc1,-5%,-22,11%,-5%,15%,2%
CCCCCCCCCCn1c2c(c(=N)c3c1CCC3)CCC2,73%[activator],-98*,10%,-6%,-1%,-2%
CCC(CCC(=O)Nc1ccn(-c2ccccc2)n1)C(=O)O (stereo not drawn),-16%,?,?,2%,-8%,2%
O=C(O)c1cc([N+](=O)[O-])c(Sc2nc3ccccc3[nH]2)c([N+](=O)[O-])c1,-17%,82,?,-1%,1.8µM*,-4%
Cc1ccc(NC(=O)CSc2nc3ccccc3c(=O)n2CCCC(=O)NCCCN2CCOCC2)cc1C,227%[activator],?,6%,-14%,-1%,2%
O=C(CCl)Nc1cc2[nH]c(=O)[nH]c2cc1Br,-19%,-105*,1%,4%,?,-24%
Cc1nc(-c2ccccc2)sc1-c1ccc(SCC(=O)NCc2ccc(Cl)cc2)nn1,·,12,-11%,·,-10%,·
COC(=O)CSc1nc(NC(C)(C)C)nc(N(C)C)n1,-9%,33,-6%,-3%,6%,1%
COC(=O)C1=C(c2ccc(Cl)c(C(F)(F)F)c2)C[C@@H]2CC[C@H]1N2C(=O)NCCOc1ccc(OC)cc1,81%[activator],·,-5%,-7%,-14%,·
Cc1ccc(C(=O)NC2(C(F)(F)F)C(=O)Nc3c2c(=O)[nH]c(=O)n3CCc2ccccc2)cc1 (stereo not drawn),·,15,24%,·,5%,·
COc1ccc(OC)c(Nc2nc3ccccc3n3cnnc23)c1,75%[activator],-1,-1%,2%,2%,0%
